hcGAS inh: blocks human cGAS activity | AID 1259398 | recombinant h-cGAS, ATP depletion, Kinase-Glo luminescence | Q8N884 | 290,000 compounds, 0.081% hits | inhibition, % at 12.5 µM;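 also: 0% = vehicle reaction and 100% = reaction without DNA for no activity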
Target sequence (Q8N884 whole entry, looked up): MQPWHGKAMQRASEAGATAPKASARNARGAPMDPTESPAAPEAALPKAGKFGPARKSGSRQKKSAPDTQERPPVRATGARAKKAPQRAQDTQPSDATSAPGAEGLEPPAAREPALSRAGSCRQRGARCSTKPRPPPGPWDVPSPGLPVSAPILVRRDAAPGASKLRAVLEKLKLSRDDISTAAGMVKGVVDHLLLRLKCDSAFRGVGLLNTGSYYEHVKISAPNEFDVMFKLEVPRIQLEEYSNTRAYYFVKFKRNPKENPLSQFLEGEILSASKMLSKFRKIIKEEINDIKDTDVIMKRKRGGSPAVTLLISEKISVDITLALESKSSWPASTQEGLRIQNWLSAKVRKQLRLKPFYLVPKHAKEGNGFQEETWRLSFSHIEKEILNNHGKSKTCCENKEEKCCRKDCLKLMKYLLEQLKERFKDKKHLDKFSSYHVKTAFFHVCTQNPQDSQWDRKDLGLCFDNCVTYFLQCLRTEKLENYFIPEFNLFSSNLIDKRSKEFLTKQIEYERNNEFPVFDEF
NPYLR7 ag: activates Aedes aegypti NPYLR7 receptor | AID 1259423 | HEK293T NPYLR7/Galpha15, GCaMP6s calcium fluorescence | 270,000 compounds, 0.15% hits | activation, % at 10 µM; in the data active = activation above about 40%;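 also: 0% = vehicle and 100% = reference agonist at the receptor; some compounds past the cut are filed as inactive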
mcGAS inh: mouse cGAS inhibition by luminescence; recombinant cGAS, Kinase-Glo ATP depletion luminescence; 160,000 compounds, 0.15% hits; Q8C6L5; inhibition, % at 12.5 µM; AID 1259399;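 also: 0% = negative control wells and 100% = reference inhibitor with no enzyme activity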
* = called active by the depositor; . = not tested or not shown; & = joins results of further samples. Rule as the data show it, unless noted: active = inhibition above about 40%; inactive = the rest.

smiles | mcGAS inh | NPYLR7 ag | hcGAS inh
O=C(NCc1ccc(N2CCOCC2)nc1)c1ccc(NC(=O)C2CC2)cc1 | . | -3 | 2
CCOc1ccccc1NC(=O)CC(=O)NCc1nc2c(C)cccc2o1 | -16 | 3 | -5
COc1ccccc1/C=C1N=C(/C=C/c2ccc(Cl)cc2Cl)OC\1=O | -4 | -11 | -6
Cc1nn(C(C)C)c(C)c1NC(=O)NCCS(=O)C(C)(C)C (stereo unspecified) | . | 2 | -10
Fc1ccc(Cl)cc1Oc1ccc2c(C3CC3)noc2n1 | -6 | 2 | -6
CCS(=O)(=O)Oc1cc(CN(Cc2ccc(F)cc2)C(=O)c2cccs2)ccc1OC | 1 | -8 | 4
COc1ccccc1CCN1CCCC(CN(C)Cc2cnc(SC)nc2)C1 (stereo unspecified) | . | -1 | -10
CCCOc1ccc(-c2cccc(NS(=O)(=O)c3ccccc3C(F)(F)F)c2)nn1 | -7 | -4 | -2
Cc1cccc(-n2nc(C(=O)NCCc3ccccn3)c(=O)n(Cc3cccc(C(F)(F)F)c3)c2=O)c1 | -3 | 5 | -2
CCCC(=O)Nc1sc(C)c(C)c1C(N)=O | . | 1 | -5
Cc1nc2nc(C(F)(F)F)nn2c(C)c1CCC(=O)NCC(c1ccccc1)N(C)C (stereo unspecified) | -8 | 3 | -6
O=C(Nc1cccc(Cl)c1)N(Cc1c(-c2ccccc2)noc1N1CCCCC1)CC1CCCO1 (stereo unspecified) | -5 | 6 | -5
Cc1[nH]cnc1CN(C)Cc1cc(-c2cccnc2)no1 | . | -2 | -2
CCN(CC)C(=O)Oc1ccc2c(ccn2Cc2ccccc2F)c1NC(=O)c1c(F)cccc1C(F)(F)F | 2 | 6 | 4
CN1C(=O)C2(c3ccccc31)c1c(oc3ccccc3c1=O)C(=O)N2CC1CCCO1 (stereo unspecified) | -3 | 13 | -1
Cc1nn(C(=O)COc2ccc(F)cc2)c(C)c1Sc1ccccc1[N+](=O)[O-] | . | 3 | 0
COc1ccc(CC2CCN(S(=O)(=O)c3ccccc3C)CC2)cc1 | -6 | 0 | -5
Cc1nc2c(cnn2C(C)C)cc1C(=O)n1ccccc1=NC(C)C | . | 1 | -6
C=CCNC(=O)NC1CCN(c2ccccc2C(=O)NCCc2ccc(OC)cc2)CC1 | -5 | 23 | -13
CCc1cc(CN(C)C(=O)c2cc(C)nc3ccc(C)cc23)on1 | . | 0 | 1
COC(=O)[C@@H](NC(=O)c1cc(COc2ccc(F)cc2Cl)on1)c1ccccc1 | -11 | 14 | -9
CCCCNC(=O)C1CCC(C)N(C(=O)Nc2nnc(C3CC3)s2)C1 (stereo unspecified) | . | -4 | -7
Cn1ccnc1C(=O)N[C@@H]1CN(C2CCOCC2)C[C@H]1CO | -3 | . | -15
CC1(C)O[C@@H]2C[C@@](OCc3cccc(C(F)(F)F)c3)(C(=O)NCCCn3ccnc3)CC(OCc3cccc(Cl)c3)[C@@H]2O1 (stereo partly specified) | -5 | 2 | -6
CCc1nnc(C2Cc3ccccc3CN2CC(O)Cn2cccn2)o1 (stereo unspecified) | . | 12 | 1

Fetched one by one from above, four records:
smiles | mcGAS inh | NPYLR7 ag | hcGAS inh
CCc1cc(CN(C)C(=O)c2cc(C)nc3ccc(C)cc23)on1 | . | 0 | 1
COc1ccccc1/C=C1N=C(/C=C/c2ccc(Cl)cc2Cl)OC\1=O | -4 | -11 | -6
Cc1[nH]cnc1CN(C)Cc1cc(-c2cccnc2)no1 | . | -2 | -2
CCOc1ccccc1NC(=O)CC(=O)NCc1nc2c(C)cccc2o1 | -16 | 3 | -5

Further records:
smiles | mcGAS inh | NPYLR7 ag | hcGAS inh
COc1ccc(N=C(Nc2ccc(OC)cc2)SC)cc1 | -4 | -2 | 0
O=C(OCc1noc(-c2ccccc2Cl)n1)C1(O)CCCC1 | . | 3 | -3
O=C1C2(CCCC13COC(c1ccco1)OC3)COC(c1ccco1)OC2 (stereo unspecified) | -5 | 2 | -4
COc1cc(F)ccc1-c1ccc(Cn2ccnc2)cn1 | -17 | 0 | -2
COc1cc(CSc2nnnn2C2CC2)c(OC)cc1Br | . | -1 | -2
CCOc1ccc(NC(=O)N(CCOC)CC(=O)N(Cc2ccc3c(c2)OCO3)Cc2cccs2)cc1 | -4 | 11 | -8
COc1ccc(-c2cc(C(=O)NC(C)c3ccccc3)c(C)n2-c2ccccc2Cl)cc1 (stereo unspecified) | -3 | 1 | -1
Cc1cccc(-n2ncc3c(=O)[nH]c(-n4nc(C)cc4NC(=O)COc4ccccc4F)nc32)c1 | -4 | . | -2
O=C(C1CCCO1)N1CCC(NCc2ccc3sccc3c2)CC1 (stereo unspecified) | -8 | 0 | -2
O=C(C1CCCO1)N1CCC(Nc2ncnc3c2CCC3)CC1 (stereo unspecified) | -6 | . | -13
CCCN1C(=O)COCc2cc(-c3ccncc3)ccc21 | . | -6 | 2
Cc1cc(C2CCCN2S(=O)(=O)CC23CCC(CC2=O)C3(C)C)no1 (stereo unspecified) | . | 1 | 0
NC(=O)c1cccnc1 | . | -3 | -2&-4
NC(=O)c1cc(-c2csc(N3CCCC3)n2)ccc1O | -6 | 5 | -4
CC(NC(=O)CCc1ccc(F)cc1)c1cccc(C#N)c1 (stereo unspecified) | . | 2 | -5
CCOC(=O)Nc1cccc(C(=O)NCCc2cccc(F)c2)c1 | . | -4 | -4
O=C1CSC(c2ccccc2)N1Nc1nc(N2CCOCC2)nc(N2CCOCC2)n1 (stereo unspecified) | -6 | -4 | 3
CCOC(=O)c1cc(-c2cccc(NC(=O)c3cccnc3Cl)c2)n(-c2cccc(F)c2)n1 | -2 | 20 | -3
C#CCn1c(=NC(=O)c2cccc(OC)c2OC)sc2c(OC)ccc(OC)c21 | -1 | -17 | 4
CCCCc1ccc(S(=O)(=O)c2cnc(SCC(N)=O)[nH]c2=O)cc1 | 1 | -3 | 0
CN(C)C=Nc1sc2c(c1C(N)=O)CCCC2 | -5 | 7 | -4
Cc1c[nH]c(Cn2cnc(-c3ccccc3)c2-c2cnn(C)c2)c(C)c1=O | -11 | 3 | -5
COc1ccc(-c2cc3ccc4c(c3oc2=O)CN(Cc2ccco2)CO4)cc1OC | -8 | -3 | -6
C=CCOC(=O)COc1cc2c(-c3cc4cccc(OC)c4o3)cc(=O)oc2cc1C | -7 | -2 | -4
COc1cc(C(=O)N2CCCC(Nc3ccc(F)c(F)c3)C2)ccc1C (stereo unspecified) | . | 3 | -5

Part of the list above, with each value named.
O=C(OCc1noc(-c2ccccc2Cl)n1)C1(O)CCCC1
  mcGAS inh = . | NPYLR7 ag = 3 | hcGAS inh = -3
O=C1C2(CCCC13COC(c1ccco1)OC3)COC(c1ccco1)OC2 (stereo unspecified)
  mcGAS inh = -5 | NPYLR7 ag = 2 | hcGAS inh = -4
COc1cc(F)ccc1-c1ccc(Cn2ccnc2)cn1
  mcGAS inh = -17 | NPYLR7 ag = 0 | hcGAS inh = -2

Compounds shown so far that have a CF3 group (five):
smiles | mcGAS inh | NPYLR7 ag | hcGAS inh
CCCOc1ccc(-c2cccc(NS(=O)(=O)c3ccccc3C(F)(F)F)c2)nn1 | -7 | -4 | -2
Cc1cccc(-n2nc(C(=O)NCCc3ccccn3)c(=O)n(Cc3cccc(C(F)(F)F)c3)c2=O)c1 | -3 | 5 | -2
Cc1nc2nc(C(F)(F)F)nn2c(C)c1CCC(=O)NCC(c1ccccc1)N(C)C (stereo unspecified) | -8 | 3 | -6
CCN(CC)C(=O)Oc1ccc2c(ccn2Cc2ccccc2F)c1NC(=O)c1c(F)cccc1C(F)(F)F | 2 | 6 | 4
CC1(C)O[C@@H]2C[C@@](OCc3cccc(C(F)(F)F)c3)(C(=O)NCCCn3ccnc3)CC(OCc3cccc(Cl)c3)[C@@H]2O1 (stereo partly specified) | -5 | 2 | -6

(list continues)
smiles | mcGAS inh | NPYLR7 ag | hcGAS inh
CCCCCCCCCCCCCC(=O)N1CCN(C(=O)c2cc(-c3ccc(F)cc3)n(-c3ccccc3)c2C)CC1 | -6 | 21 | -1
Cc1ccc(-c2cccc3c2OC(CNC(=O)CSc2ncccn2)C3)nc1 (stereo unspecified) | . | 4 | -2
Cc1ccccc1Cn1ccnc1CNCc1ccco1 | -3 | -3 | 0
Nc1cccc2c1C(=O)c1cccc(NC(=O)c3ccccc3)c1C2=O | -9 | -4 | -3
Cc1onc2c(=O)n(C)nc(C(=O)NC(c3ccc(C(C)(C)C)cc3)C(C)C)c12 (stereo unspecified) | . | -1 | 0
Cc1ccccc1CCC(=O)N1CCC(n2c(-c3ccccc3)nc3ccc(F)cc32)CC1 | -4 | 11 | -6
O=C(CSc1nc(=O)n(CCO)c2c1CCC2)NCc1ccc(Cl)cc1 | -9 | -3 | -7
Cc1ccccc1-c1ccc(=O)n(CC(=O)N2CCCC2)n1 | . | 12 | 1
Cc1cccc(Cn2c(=O)c(C(=O)NCc3ccccc3)nn(-c3ccccc3)c2=O)c1 | -6 | 12 | -7
Cc1ccc2nc(N(CCN(C)C)C(=O)c3ccc(S(C)(=O)=O)cc3)sc2c1 | 1 | -4 | -5
COc1cccc(NC(=O)CCC2CCN(C(=O)C(OC)c3ccccc3)CC2)c1 (stereo unspecified) | . | -4 | 4
CCCNC(=O)CSc1nc(Cl)cc(N2CCN(C(=O)Nc3cccc(Cl)c3Cl)C(C)C2)n1 (stereo unspecified) | -6 | -5 | -8
CCCn1c(Cc2ccc(OC)c(OC)c2)nc2ccccc21 | -5 | -6 | -3
Cc1[nH]cnc1CN1CCc2[nH]cnc2C1c1ccc(F)cc1Cl (stereo unspecified) | . | -2 | -3
O=C1c2ccccc2C(=O)N1Cc1nc(-c2cccc(Cl)c2)no1 | . | 11 | -3
CCOC(=O)c1cn(CC(=O)CC)nc1C(F)(F)F | -13 | 11 | -5
CCCc1nn(-c2cccc(Cl)c2)c(CCC)c1C(=O)N1CCCC1 | -5 | . | 3
COCCN(CC(=O)N(Cc1ccc2c(c1)OCO2)Cc1sccc1C)C(=O)c1ccccc1F | -1 | -6 | -1
CCN(Cc1ccncc1)C(=O)CCn1c(C)cc2ccccc21 | -12 | 19 | -9
CC(C)Oc1cnn(-c2ccc(Cl)cc2)c(=O)c1Nc1cccc(C(=O)NCC2CCCO2)c1 (stereo unspecified) | -3 | 2 | 0
COCC1CCN(C(=O)CCCn2nnnc2CN2CCC(C)CC2)C1 (stereo unspecified) | . | 2 | -7&-6
CN(C)S(=O)(=O)c1cc(C(=O)NCc2ccc(N3CCCC3)nc2)ccc1Cl | . | -3 | 8
CCCN(Cc1cccnc1)C(=O)c1ccc(OC)c(Cl)c1 | -17 | 31 | -5
c1ccc2c(c1)nc1nccc(-c3ccncc3)n12 | . | -10 | -15
CS(=O)(=O)c1ccccc1-c1nnc(NC(=O)c2cc(Cl)ccc2Cl)o1 | . | 5 | -6

smiles | mcGAS inh | NPYLR7 ag | hcGAS inh
N#Cc1ccc(C(=O)NCC2CCN(Cc3ccccc3)CC2)cc1 | . | -10 | -4
Cc1ccc(OC2(C(=O)N[C@@H]3c4ccccc4C[C@@H]3O)CCNCC2)cc1 | . | 0 | -2
CCOC(=O)C(C)(C)C(=O)c1ccc2cc(OC)ccc2c1 | . | -6 | -2
CC(C)(C)N(CC(=O)N1CCc2sccc2C1c1ccccc1)S(=O)(=O)c1ccc(F)cc1 (stereo unspecified) | -6 | -4 | -6
Cc1[nH]c(=O)[nH]c(=O)c1CN1CCCCC1 | -8 | 5 | -11
CCc1ccc(NC(=O)c2c(N)c(C(=O)c3ccc(C)cc3)n3ccccc23)cc1 | -6 | -1 | -2
CCS(=O)(=O)N1CCC(Nc2nc3ccccc3s2)CC1 | -5 | 9 | 1
Cc1csc(Sc2ncnc3c2CCCC3)n1 | . | 7 | -9
N#CC1C(=N)C(C#N)(C#N)[C@@H](c2cccs2)[C@@H]2CCCC=C12 (stereo partly specified) | . | 34 | 0
O=C(O)C1C2C=CC3(O2)C1C(=O)N1c2ccccc2C2OCCC2C13 (stereo unspecified) | . | 3 | -7
COc1ccc(CNC(=O)c2ccccc2NS(=O)(=O)c2c(C)c(C)cc(C)c2C)cc1 | -5 | 3 | -1
CCCCCCc1ccc(C(=O)N(CC(=O)N(CCc2c[nH]c3ccccc23)Cc2ccc(OC)cc2)C(C)C)cc1 | -6 | 22 | -7
O=S1(=O)CCN(CCNc2ncnc3cc(F)c(F)cc23)CC1 | . | -4 | -1

Entries of single compounds from above:
Record of CCc1ccc(NC(=O)c2c(N)c(C(=O)c3ccc(C)cc3)n3ccccc23)cc1 = mcGAS inh: -6; NPYLR7 ag: -1; hcGAS inh: -2
Record of N#Cc1ccc(C(=O)NCC2CCN(Cc3ccccc3)CC2)cc1 = mcGAS inh: .; NPYLR7 ag: -10; hcGAS inh: -4
